D2 potentiator: positively modulates the human D2 dopamine receptor allosterically; AID 485347; HEK293 T-REx D2, calcium flux, EC20 dopamine potentiation; P14416; actives 0.34% (n = 340,000); potentiation, % at 10 µM;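 active = potentiation over 3 SD above the plate norm, cut at about 30% in these data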; also: 0% is about no effect
Target sequence (P14416 whole entry, looked up): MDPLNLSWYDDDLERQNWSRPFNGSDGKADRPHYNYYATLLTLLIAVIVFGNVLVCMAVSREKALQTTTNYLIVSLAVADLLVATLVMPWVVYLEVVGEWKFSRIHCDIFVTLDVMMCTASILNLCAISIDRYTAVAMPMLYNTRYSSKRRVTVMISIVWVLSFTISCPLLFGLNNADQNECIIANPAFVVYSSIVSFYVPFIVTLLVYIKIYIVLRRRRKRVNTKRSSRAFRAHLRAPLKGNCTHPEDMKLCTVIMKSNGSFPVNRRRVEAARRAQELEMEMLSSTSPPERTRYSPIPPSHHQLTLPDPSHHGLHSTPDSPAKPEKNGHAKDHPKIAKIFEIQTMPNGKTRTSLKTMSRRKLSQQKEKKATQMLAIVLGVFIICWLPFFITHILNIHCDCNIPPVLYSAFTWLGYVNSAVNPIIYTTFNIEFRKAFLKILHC
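Primary screen. Calcium kinetics in induced HEK293 T-REx D2 cells: compound pre-addition 180 s, EC20 dopamine, 180 s more.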
D2 ag: D2 dopamine receptor (human) agonism; HEK293 T-REx D2 cells, calcium flux agonist mode; actives 0.53% (n = 340,000); P14416; AID 485358; activation, % at 2 µM;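 active = activation over 3 SD above normal in the single-dose calcium agonist read, cut at about 30% in these data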; also: 0% is about no effect
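Agonism scored from kinetic calcium signal (1 read/sec, 180 s) following compound pin transfer, after a 10 s baseline. Cells: HEK293 Trex line expressing inducible D2 receptor coupled to calcium, dye-loaded after overnight culture at 30 C.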
D1 ag: agonists of human D1 dopamine receptor; HEK293 T-REx D1 cells, calcium flux, agonist mode; actives 1% (n = 360,000); activation, % at 2 µM; P21728; also: 0% is about no effect
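Agonism was scored from calcium flux recorded over 180 s (1 read/s) after pintool compound addition, following a 10-cycle baseline. Cells were inducible force-coupled HEK293 TREx D1, plated overnight at 30 C and loaded with no-wash calcium dye.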
D2 antagonist: D2 dopamine receptor (human) antagonism; P14416; HEK293 TREx D2 cells, calcium flux, dopamine EC80; AID 485344; inhibition, % at 10 µM; actives 2% (n = 340,000); in the data active = inhibition above about 30%; also: 0% is about no effect
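In this primary screen, negative modulation is detected by tracking calcium flux after an EC80 dopamine challenge in inducible HEK293 T-REx D2 cells preexposed to test compound for 180 s.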
TRHR ag: activates the human TRH receptor. TRHR cells, calcium flux fluo-8, FDSS agonist mode. activation, % at 2 µM. P34981. actives 0.18% (n = 360,000); also: 0% is about no effect
Target sequence (P34981 whole entry, looked up): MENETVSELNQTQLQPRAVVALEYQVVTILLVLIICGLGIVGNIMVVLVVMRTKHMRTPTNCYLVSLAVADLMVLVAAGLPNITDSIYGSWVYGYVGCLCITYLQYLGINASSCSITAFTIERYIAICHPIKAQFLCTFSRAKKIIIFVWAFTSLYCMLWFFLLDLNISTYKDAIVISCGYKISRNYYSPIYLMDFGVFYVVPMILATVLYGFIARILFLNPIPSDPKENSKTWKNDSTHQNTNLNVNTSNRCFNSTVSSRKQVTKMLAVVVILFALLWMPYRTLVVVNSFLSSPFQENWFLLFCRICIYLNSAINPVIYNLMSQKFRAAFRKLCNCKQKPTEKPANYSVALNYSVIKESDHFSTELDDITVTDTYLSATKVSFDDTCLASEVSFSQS
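TRHR-expressing cells loaded with fluo-8 calcium dye; 23 nL library compound pin-transferred, kinetic FDSS fluorescence (Ex 480/Em 530) recorded about 180 s for agonist-induced calcium release, before a 10 nM TRH EC20 addition for potentiator mode.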
D1 antag: antagonists of human D1 dopamine receptor | P21728 | HEK293 TREx D1 cells, calcium flux, dopamine EC80; active compounds read low | activity change, negative = inhibition, % at 10 µM | actives 3.2% (n = 360,000) | AID 504652; in the data active = activity change below about -30%; also: % is scaled to controls: 0 for no effect and ±100 for the full control effect
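Inducible Hek293 Trex D1 cells (tetracycline, overnight, 30 C). Calcium dye 30–90 min RT. Antagonist mode: EC80 dopamine added after 180 s compound read.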
D1 PAM: human D1 dopamine receptor positive modulation | actives 0.036% (n = 360,000) | potentiation, % at 10 µM | HEK293 TREx D1 cells, calcium flux, dopamine EC20 potentiation; in the data active = potentiation above about 30%; also: 0% is about no effect
RXFP1 antagonist: antagonists of human relaxin receptor RXFP1. actives 0.59% (n = 350,000). HEK293-RXFP1, relaxin-stimulated cAMP HTRF, 30 min; active compounds read low. Q9HBX9. activity change, negative = inhibition, % at 57.5 µM. AID 1259400;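 active = activity change of -60% or lower, but not beyond a set lower limit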; also: % is scaled to controls: 0 for no effect and ±100 for the full control effect
TRHR enhancer: allosterically enhances the human TRH receptor; AID 493056; TRHR cells, fluo-8 calcium fluorescence, EC20 TRH enhancement; actives 0.66% (n = 360,000); enhancement, % at 2 µM; in the data active = enhancement above about 30%; also: 0% is about no effect
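TRHR-expressing cells loaded with fluo-8 calcium dye were read kinetically (ex 480/em 530) during compound addition, then stimulated with an EC20 of TRH (10 nM final). Enhancement of the Gq-mediated intracellular calcium response was scored.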
Active calls of the source: *; nt = not tested or not shown; & = joins results of further samples. Rule as the data show it, unless noted: active = activation above about 30%; inactive = the rest.

# | canonical_smiles | D2 ag | D1 PAM | TRHR ag | D1 ag | D1 antag
1 | CCC(Sc1nc(-c2ccccc2)[nH]c1S(=O)(=O)c1ccc(C)cc1)C(=O)O (configuration not stated) | 0.4 | 1 | 0.0 | -2 | -2
2 | COC(=O)c1ccc(CNC(=O)COC(=O)C23CC4CC(CC(C4)C2)C3)cc1 | -0.4 | 1 | -0.8 | 1 | -17
3 | CCOc1ccccc1C(=O)Nc1nccs1 | -0.1 | -4 | 0.5 | 0 | -16
4 | O=C(NC1CCCC1)C(c1ccncc1)N(C(=O)c1csnn1)c1ccccc1 (configuration not stated) | -2.6 | nt | -0.2 | 7 | 9
5 | COc1cc(NC(=O)c2noc3c2CC(C)CC3)c(OC)cc1Cl (configuration not stated) | -1.0 | 4 | 0.4 | 2 | 1
6 | c1ccc(-c2nnc(-c3ccco3)n2-c2ccccc2)cc1 | 0.5 | -4 | -0.1 | -1 | -17
7 | O=C(NC1CCCC1)c1ccc(CN2CCOCC2)cc1 | -0.7 | -5 | -0.7 | 2 | 4
8 | O=C1NC(Cc2c[nH]c3ccccc23)C(=O)N1CCOc1ccccc1 (configuration not stated) | 0.4 | -1 | 1.3 | 1 | 6
9 | CC(C)Oc1ccccc1/C=N/NC(=O)C1CCCC1 | -1.5 | -2 | -0.1 | 3 | 12
10 | O=C(Nc1ccc(S(=O)(=O)Nc2ccccc2)cc1)c1ccc(CN2CCOCC2)cc1 | 2.9 | 0 | 3.2 | 0 | 2

# | D2 potentiator | RXFP1 antagonist | D2 antagonist | TRHR enhancer
1 | 9 | -1 | nt | -2
2 | -7 | -11 | -18 | 11
3 | 1 | 0 | -8 | -8
4 | -10 | -3 | -22 | -9
5 | 1 | 18 | nt | -2
6 | -2 | 23 | -25 | -4
7 | 12 | 7 | 2 | 2
8 | 2 | -9 | -4 | 0
9 | -5 | -1 | -7 | -7
10 | 2 | -7 | -15 | -2

New compounds follow:
# | canonical_smiles | D2 ag | D1 PAM | TRHR ag | D1 ag | D1 antag
11 | Cc1[nH]c(=O)[nH]c(=O)c1CSCC(=O)OCC(=O)Nc1ccccn1 | 1.1 | 0 | -0.3 | 4 | 4
12 | Cc1cccc(C(=O)NCCc2nc3ccccc3n2Cc2ccccc2Cl)c1 | -0.4 | -1 | -0.3 | 8 | -17
13 | O=C(c1cc2nc(-c3ccco3)cc(C(F)(F)F)n2n1)N1CCN(c2ccccn2)CC1 | 0.5 | -3 | 1.0 | -2 | -4
14 | CCOC(=O)C(Sc1nn(C)c(=S)s1)C(C)=O (configuration not stated) | -0.1 | -1 | -0.1 | 0 | nt
15 | COc1ccc(-n2nc(C(=O)NCC(=O)NCCC3=CCCCC3)c3ccccc3c2=O)c(OC)c1 | 1.7 | -3 | -0.6 | 2 | 3
16 | Cc1ccccc1NC(=O)c1ccccc1NC(=O)c1ccco1 | 0.1 | -4 | -0.8 | 2 | -15
17 | Cc1ccc(C(F)(F)F)cc1NC(N)=S | 1.7 | 0 | -0.4 | 7 | -6
18 | CC1CCN(C(=O)C2CCC(=O)N(Cc3ccc(Cl)cc3)C2)CC1 (configuration not stated) | -0.4 | -3 | -0.1 | 0 | -20
19 | CCCCc1ccc(NC(=O)C2(C)Cc3ccccc3C(=O)O2)cc1 (configuration not stated) | 0.6 | 0 | 0.0 | 10 | 11
20 | C=CCNC(=S)NNC(=O)COc1ccc2cc(Br)ccc2c1 | -0.4 | -10 | -0.3 | 8 | -7

# | D2 potentiator | RXFP1 antagonist | D2 antagonist | TRHR enhancer
11 | -2 | -4 | -10 | -3
12 | 9 | 2 | nt | -6
13 | nt | 9 | -16 | 1
14 | -8 | 1 | 10 | 6
15 | 14 | 11 | -3 | -4
16 | 5 | 6 | -9 | 5
17 | -6 | 7 | -9 | 4
18 | 8 | 2 | 10 | -2
19 | 3 | nt | nt | 4
20 | -1 | -10 | -3 | 5

(more compounds)
# | canonical_smiles | D2 ag | D1 PAM | TRHR ag | D1 ag | D1 antag
21 | Cc1ccc(-c2nc(C(=O)NCc3ccccc3Cl)c3n2CCCCC3)cc1 | -0.7 | 0 | 0.3 | 2 | 0
22 | CCCCCC(=O)N/N=C/c1cc(Br)c(O)c(OC)c1 | 1.0 | -4 | -0.4 | 4 | -39*
23 | O=C(O)c1ccccc1Nc1ccc([N+](=O)[O-])c2nonc12 | -0.1 | 7 | 3.0 | 9 | -11
24 | Cc1ccccc1-n1c(=O)cc(N2CCc3ccccc32)[nH]c1=O | -0.9 | 13 | -0.8 | 16 | 26
25 | O=C(/C=C/c1cccc(Br)c1)Nc1nn[nH]n1 | 1.1 | -3 | 0.4 | 2 | 8
26 | COc1ccc(C(=O)CSc2nnc(-c3ccco3)o2)cc1 | -0.2 | 5 | -0.5 | 2 | 9
27 | COc1cc2c(cc1OC)CN(C(=O)COc1ccc(C#N)cc1)CC2 | -2.0 | -2 | -0.4 | 0 | -1
28 | CCOc1ccccc1NC(=S)N(CCC(C)C)C1CCN(C(C)=O)CC1 | 0.8 | 2 | -0.3 | 2 | -4
29 | O=C(COn1nnc2ccc(Cl)cc21)NCc1ccccc1 | -1.4 | -9 | -0.2 | 1 | -34*
30 | Cc1ncc([N+](=O)[O-])n1CC(=O)Nc1ccc(F)c(F)c1 | -0.8 | 2 | -0.1 | 5 | -2

# | D2 potentiator | RXFP1 antagonist | D2 antagonist | TRHR enhancer
21 | 2 | nt | nt | 11
22 | 5 | 10 | 6 | -7
23 | -17 | -15 | -23 | 7
24 | 9 | nt | -23 | 5
25 | -10 | -13 | 4 | -2
26 | -4 | 14 | -11 | 2
27 | nt | 4 | -7 | 7
28 | 0 | -9 | 7 | -2
29 | 1 | 6 | 1 | 0
30 | 0 | 20 | -3 | 0

Ordered by count of non-hydrogen atoms (low to high): part of the list above
# | canonical_smiles | D2 ag | D1 PAM | TRHR ag | D1 ag | D1 antag
17 | Cc1ccc(C(F)(F)F)cc1NC(N)=S | 1.7 | 0 | -0.4 | 7 | -6
25 | O=C(/C=C/c1cccc(Br)c1)Nc1nn[nH]n1 | 1.1 | -3 | 0.4 | 2 | 8
22 | CCCCCC(=O)N/N=C/c1cc(Br)c(O)c(OC)c1 | 1.0 | -4 | -0.4 | 4 | -39*
30 | Cc1ncc([N+](=O)[O-])n1CC(=O)Nc1ccc(F)c(F)c1 | -0.8 | 2 | -0.1 | 5 | -2
29 | O=C(COn1nnc2ccc(Cl)cc21)NCc1ccccc1 | -1.4 | -9 | -0.2 | 1 | -34*
20 | C=CCNC(=S)NNC(=O)COc1ccc2cc(Br)ccc2c1 | -0.4 | -10 | -0.3 | 8 | -7
24 | Cc1ccccc1-n1c(=O)cc(N2CCc3ccccc32)[nH]c1=O | -0.9 | 13 | -0.8 | 16 | 26
19 | CCCCc1ccc(NC(=O)C2(C)Cc3ccccc3C(=O)O2)cc1 (configuration not stated) | 0.6 | 0 | 0.0 | 10 | 11
27 | COc1cc2c(cc1OC)CN(C(=O)COc1ccc(C#N)cc1)CC2 | -2.0 | -2 | -0.4 | 0 | -1
28 | CCOc1ccccc1NC(=S)N(CCC(C)C)C1CCN(C(C)=O)CC1 | 0.8 | 2 | -0.3 | 2 | -4
21 | Cc1ccc(-c2nc(C(=O)NCc3ccccc3Cl)c3n2CCCCC3)cc1 | -0.7 | 0 | 0.3 | 2 | 0

# | D2 potentiator | RXFP1 antagonist | D2 antagonist | TRHR enhancer
17 | -6 | 7 | -9 | 4
25 | -10 | -13 | 4 | -2
22 | 5 | 10 | 6 | -7
30 | 0 | 20 | -3 | 0
29 | 1 | 6 | 1 | 0
20 | -1 | -10 | -3 | 5
24 | 9 | nt | -23 | 5
19 | 3 | nt | nt | 4
27 | nt | 4 | -7 | 7
28 | 0 | -9 | 7 | -2
21 | 2 | nt | nt | 11

The list goes on.
# | canonical_smiles | D2 ag | D1 PAM | TRHR ag | D1 ag | D1 antag
31 | CNC1=C([N+](=O)[O-])CC([N+](=O)[O-])=C(N2CCNCC2)N1C | 1.1 | 6 | 0.0 | 2 | 9
32 | COCCNC(=O)C(c1ccc(C)cc1)N(C(=O)CCC(=O)Nc1ccccn1)c1ccccc1C (configuration not stated) | -0.1 | -4 | -0.2 | 5 | 2
33 | CCc1cc2c(=O)c(Oc3ccccc3)c(C)oc2cc1O | 3.8 | -6 | -0.8 | 7 | -20
34 | Cn1c(=O)[nH]c(=O)c2c1nc(Sc1nc3ccccc3s1)n2Cc1ccccc1 | 0.2 | -4 | -1.5 | 3 | 9
35 | CN(C[C@H](Cc1ccccc1)N(C[C@H](Cc1ccccc1)N(CCc1cc(C(F)(F)F)cc(C(F)(F)F)c1)N=O)N=O)N=O | 0.9 | -6 | 1.0 | 4 | -9
36 | CCOC(=O)Cc1ccc(NC(=O)N2CC(CC)Oc3ccccc32)cc1 (configuration not stated) | 0.2 | 0 | -0.4 | -1 | 6
37 | CCOC(=O)C1CCCN(C(=O)c2ccc(C)c(S(=O)(=O)N3CCCCC3)c2)C1 (configuration not stated) | 0.0 | 0 | -0.3 | 2 | -1
38 | COc1ccc(N2CCN(S(=O)(=O)CCNC(=O)C3CC(=O)N(c4ccccc4)C3)CC2)cc1 (configuration not stated) | -0.3&0.0 | 0&0 | 0.1&0.2 | 0&-2 | 6&-4
39 | O=C(O)/C=C/c1ccc2noc(-c3ccccc3)c2c1 | -0.5 | -2 | 0.6 | 0 | 5
40 | CCOC(=O)CSc1nc(N)c(C(=O)Nc2ccc(N(C)C)cc2)s1 | 0.5 | -9 | -0.3 | 0 | -8

# | D2 potentiator | RXFP1 antagonist | D2 antagonist | TRHR enhancer
31 | 7 | 13 | -10 | 16
32 | 5 | 16 | -29 | 27
33 | 13 | 17 | -5 | -9
34 | 2 | -14 | -18 | -8
35 | 2 | nt | 0 | 0
36 | 5 | -27 | nt | 8
37 | -4 | 4 | -2 | -2
38 | -6&7 | -17&-1 | 15 | -1&7
39 | 8 | -4 | 0 | 32*
40 | -11 | -19 | 5 | -2

More results:
# | canonical_smiles | D2 ag | D1 PAM | TRHR ag | D1 ag | D1 antag
41 | Cc1csc(SCC(=O)N2CCCC2)n1 | -0.5 | -3 | 0.0 | 4 | -7
42 | CCOC(=O)c1cccc(NC(=O)Cn2cnc3c2c(=O)n(C)c(=O)n3C)c1 | 2.1 | -7 | -1.4 | 0 | 5
43 | Cc1cccc(C)c1N1CCN(c2n[nH]c(N)n2)CC1 | 1.0 | 4 | -0.4 | 2 | 1
44 | O=S(=O)(c1ccc(Oc2ccc(Cl)cc2)c(S(=O)(=O)N2CCCCC2)c1)N1CCCCC1 | -0.4 | -5 | 0.3 | 0 | -3
45 | CN1CCN(C(c2ccccc2)c2ccc(Cl)cc2)CC1 (configuration not stated) | nt | -4 | 1.0 | 9 | 4
46 | FC(F)(F)COc1nc(N2CCCCC2)nc(N2CCNCC2)n1 | -0.3 | -2 | 0.7 | 1 | -8

# | D2 potentiator | RXFP1 antagonist | D2 antagonist | TRHR enhancer
41 | 0 | -1 | -27 | -3
42 | nt | 7 | -9 | 4
43 | 3 | -12 | 10 | 0
44 | -6 | -6 | -4 | -4
45 | nt | nt | nt | 9
46 | 10 | -8 | -9 | 9

Screens deposited in PubChem BioAssay by National Center for Advancing Translational Sciences (NCATS).
